Screening results deposited in PubChem by several laboratories.
HTR5A ag ctr = HTR5A agonism, opioid heterodimer counter-screen | hit rate 0.61% among 340,000 | activation, % at 9.3 µM | HTR5A agonist assay, luminescence, cell-based; in the data active = activation mostly above about 9.5%, no sharp cut-off; inactive = mostly below about 7.6%;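 note: 0% = cells with vehicle only and 100% = reference agonist; strong numbers were not always called active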
Wnt bcat act = Wnt/beta-catenin pathway activation; Wnt/beta-catenin reporter cell assay, activator, plate reader; activation, % at 9.35 µM; hit rate 1.2% among 300,000; AID 743398; in the data active = activation above about 30%, passing the limit was not always enough; inconclusive = no clear call, values can overlap the other calls;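 note: 0% = neutral control wells and 100% = positive control wells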
PvdQ inh = P. aeruginosa PvdQ acylase inhibition | purified PvdQ acylase, fluorescence plate reader | inhibition, % at 10 µM | hit rate 0.063% among 340,000; in the data active = inhibition above about 30%, passing the limit was not always enough; inconclusive = no clear call, values can overlap the other calls;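 note: 0% = vehicle neutral wells and 100% = reference inhibitor wells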
V-ATPase pHluor = regulators of yeast V-ATPase proton transport; S. cerevisiae, pHLuorin cytosolic pH fluorescence; response, % at 10 µM; hit rate 0.37% among 350,000; AID 504577; in the data active = response mostly above about 7.3%, no sharp cut-off; inactive = mostly below about 5.4%; note: actives read high; inactives centre near 0; some compounds called inactive have numbers as strong as hits; reference of the scale not given here
dFosB act = enhances mouse delta FosB homodimer DNA binding. P13346. purified delta FosB, TAMRA-CDK5 oligo fluorescence polarization; percent of positive-control signal above neutral wells. activation, % at 25 µM. hit rate 0.99% among 340,000. AID 493131;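 active = mean activation above about 17%, with every replicate also reaching it, limit read from the data, passing the limit was not always enough; inconclusive = only one of the two conditions met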;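 note: fluorescence polarization rise as delta FosB binds a TAMRA Cdk5 AP-1 oligo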
SR-BI DiI inh = mouse SR-BI HDL lipid transfer inhibition; Q61009; ldlA[mSR-BI] CHO cells, DiI-HDL uptake fluorescence, 3 h; inhibition, % at 12.5 µM; hit rate 0.96% among 320,000;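 active = mean replicate inhibition of at least 70% and a set share of replicates each scoring 70 or more; inconclusive = meets just one of the two criteria; inactive = fails both criteria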;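 note: 0% = median of neutral control wells and 100% = median of positive control wells; values of inactives mirror those of a sister screen read the other way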
MITF TRPM1 HTS = increases MITF-driven TRPM1 promoter luciferase signal. SK-MEL-5 TRPM1-promoter luciferase, 24 h; % of positive control, neutral wells = 0. activation, % at 12.5 µM. hit rate 0.75% among 300,000. AID 588334;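 active = mean activation of at least 80% with every replicate also reaching 80%; inconclusive = mean reaches 80% but some replicate falls short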;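 note: 0% = neutral control wells and 100% = parthenolide positive control wells; values of inactives mirror those of a sister screen read the other way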
HTR5A inv ag = counter-screen for OPRM1-OPRD1 inverse agonists: human HTR5A inverse agonism; P47898; HTR5A cell line, luminescence; hit rate 0.083% among 340,000; inhibition, % at 9.3 µM; AID 504634; in the data active = inhibition mostly above about 23%, no sharp cut-off; inactive = mostly below about 18%;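 note: 0% = cells with DMSO and 100% = no-cell wells with DMSO; some compounds called inactive have numbers as strong as hits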
NSD2 HMT inh = NSD2 (human) methyltransferase inhibition; NSD2 peptide methylation, AlphaScreen, 120 min; hit rate 0.54% among 310,000; AID 743445; O96028; inhibition, % at 12.5 µM; in the data active = inhibition above about 50%
Target sequence (O96028 whole entry, looked up): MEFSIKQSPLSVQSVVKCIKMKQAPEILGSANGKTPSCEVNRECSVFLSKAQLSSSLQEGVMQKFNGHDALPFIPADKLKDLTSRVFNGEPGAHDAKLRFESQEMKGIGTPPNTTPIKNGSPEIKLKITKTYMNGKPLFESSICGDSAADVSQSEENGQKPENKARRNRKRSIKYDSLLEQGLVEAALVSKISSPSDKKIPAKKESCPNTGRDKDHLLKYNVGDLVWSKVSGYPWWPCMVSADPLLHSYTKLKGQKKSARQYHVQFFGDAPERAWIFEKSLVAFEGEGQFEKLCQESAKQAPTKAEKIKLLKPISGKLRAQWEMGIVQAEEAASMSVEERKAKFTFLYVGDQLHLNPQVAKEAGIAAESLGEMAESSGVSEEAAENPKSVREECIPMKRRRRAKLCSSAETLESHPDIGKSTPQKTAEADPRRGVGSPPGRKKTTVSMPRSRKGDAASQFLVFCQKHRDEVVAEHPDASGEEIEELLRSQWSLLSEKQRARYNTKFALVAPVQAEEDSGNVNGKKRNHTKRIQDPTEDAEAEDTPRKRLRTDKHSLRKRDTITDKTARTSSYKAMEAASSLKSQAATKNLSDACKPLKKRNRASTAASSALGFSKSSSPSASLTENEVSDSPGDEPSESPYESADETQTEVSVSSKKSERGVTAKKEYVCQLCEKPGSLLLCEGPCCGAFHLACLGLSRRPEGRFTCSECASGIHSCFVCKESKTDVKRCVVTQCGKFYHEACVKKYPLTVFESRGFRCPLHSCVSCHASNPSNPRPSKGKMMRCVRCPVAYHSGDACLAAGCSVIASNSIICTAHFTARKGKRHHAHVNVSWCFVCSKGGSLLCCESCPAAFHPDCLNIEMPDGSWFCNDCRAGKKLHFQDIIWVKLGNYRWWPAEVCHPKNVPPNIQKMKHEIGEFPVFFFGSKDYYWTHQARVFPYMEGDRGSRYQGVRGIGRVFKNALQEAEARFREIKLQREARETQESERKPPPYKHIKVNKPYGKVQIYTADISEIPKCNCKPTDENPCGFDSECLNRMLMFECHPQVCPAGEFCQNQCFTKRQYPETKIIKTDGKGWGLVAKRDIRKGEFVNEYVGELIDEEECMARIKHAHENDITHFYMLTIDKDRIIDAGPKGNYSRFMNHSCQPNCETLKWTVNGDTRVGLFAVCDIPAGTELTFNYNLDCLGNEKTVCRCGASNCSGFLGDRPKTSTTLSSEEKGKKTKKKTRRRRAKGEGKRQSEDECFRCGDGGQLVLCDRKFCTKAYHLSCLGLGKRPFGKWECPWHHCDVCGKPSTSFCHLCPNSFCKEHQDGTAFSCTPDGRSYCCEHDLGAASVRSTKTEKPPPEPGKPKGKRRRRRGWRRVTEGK
CDK5 inh = CDK5/p35 (human) kinase inhibition; Q00535+Q15078; Recombinant CDK5/p35, ADP-Glo luminescence, 60 min; inhibition, % at 10 µM; hit rate 0.01% among 330,000; AID 488839;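 active = highest replicate inhibition of at least 50% and at least 75% of replicates reaching 50%; inconclusive = only one of the two criteria met; inactive = both criteria failed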;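 note: plate controls were DMSO neutral control for no effect and GW8510 at 10 µM for full effect; many of its hits are not listed in these tables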
Numbers without * were called inactive; ? = inconclusive; / = not tested or not shown.

Screens in order – HTR5A ag ctr	Wnt bcat act	PvdQ inh	V-ATPase pHluor	dFosB act	SR-BI DiI inh	MITF TRPM1 HTS	HTR5A inv ag	NSD2 HMT inh	CDK5 inh
> CCN1C(=O)[C@H]2[C@H]3CN=C(SCc4ccc(C)cc4)N3[C@@](C)(C(=O)OC)[C@H]2C1=O
  0	-2	-13	-1	5	5	0	1	/	3.4
> CN(Cc1ccccc1)C(=O)C1CCN(S(=O)(=O)c2cccc3nsnc23)CC1
  0	-2	-20	3	1	-13	-10	8	3	2.4
> CCn1c(=O)c2cc(C(=O)NCCCOC)sc2c2ccccc21
  2	7	-3	4	-40	61	-17	-9	-1	0.4
> CCN(C(=O)c1ccc(N2CC3CC(C2)c2cccc(=O)n2C3)c(NC(=O)c2ccncc2)c1)c1cccc(C)c1 (centres undefined)
  5	-2	0	-3	-15	-3	6	-7	4	-2.8
> CCOC(=O)c1sc(=NC(=O)c2ccccc2Br)n(C)c1C
  4	32*	4	-4	-2	36	?	-27	-3	-0.9
> CCSc1ccccc1C(=O)N1CCN(c2ccccc2F)CC1
  -1	0	-14	0	0	-4	-9	-4	0	0.0
> COc1ccccc1CC(=O)Nc1cc2oc3ccccc3c2cc1OC
  -1	/	9	3	1	87*	17	-34	-5	-1.6
> Cc1ccc(C2C=NN(c3ccccc3)C2=O)cc1 (centres undefined)
  5	9	4	-1	1	-14	27	14	3	1.4
> NC(=O)NCC(c1ccccc1)C1CCCCC1 (centres undefined)
  -1	0	-1	-3	1	23	/	3	0	-0.4
> CCOC(=O)COn1c(=O)c[n+]([O-])c2ccccc21
  3	-1	7	15*	-4	/	-10	-16	-2	0.5
> O=C(O)CN1C(=O)c2ccc(C(=O)c3ccccc3)cc2C1=O
  4	1	9	-8	-8	-14	-8	-14	0	0.9
> O=C(O)c1ccccc1C(=O)c1ccc(Cl)cc1
  2	4	0	5	-4	/	-3	-19	-2	-3.0
> CN(c1ccccc1)S(=O)(=O)c1cccc(NC(=O)c2ccncc2)c1
  6	0	-10	2	-14	18	-4	-18	0	-0.4
> CCc1cc(CN2CCOCC2)c(NC(=O)c2ccccc2)s1
  -4	2	3	1	3	23	-2	-18	-2	-0.3
> O=C(OCC(=O)c1c[nH]c2ccccc12)c1cc(Br)ccc1O
  3	-1	-13	0	7	13	10	-8	-1	-0.2

Screens in order – HTR5A ag ctr	Wnt bcat act	PvdQ inh	V-ATPase pHluor	dFosB act	SR-BI DiI inh	MITF TRPM1 HTS	HTR5A inv ag	NSD2 HMT inh	CDK5 inh
> COc1ccc(C(=O)Nc2ccc(S(=O)(=O)Nc3nccc(C)n3)cc2)cc1[N+](=O)[O-]
  1	0	-14	-4	-4	11	/	-3	3	-0.5
> NC(Cc1ccccc1)C(=O)N1CCCCC1 (centres undefined)
  -4	2	-1	-2	0	-5	-4	14	-3	0.1
> COc1ccc(NC(=O)CC(C(=O)O)N2CCCCC2)cc1 (centres undefined)
  -5	/	-17	5	-7	-7	-4	-3	36	0.3
> COC(=O)c1ccc(COc2ncnc3ccccc23)o1
  -4	-2	-14	0	-6	-8	-2	-15	-1	-2.1
> O=C(c1cc2cc(Cl)ccc2oc1=O)N1CCN(c2ccccn2)CC1
  -2	0	-10	3	-8	2	/	6	-6	4.9
> COc1ccc(-c2cc(C(F)(F)F)n3nc(C(=O)O)cc3n2)cc1OC
  0	/	2	-1	3	-19	-3	-1	0	-0.3
> COc1ccc(-c2ccccc2NC(=O)C2CCCN(Cc3ccco3)C2)cc1 (centres undefined)
  3	-1	-8	4	-12	19	-13	-8	3	-1.7
> Cc1c(Cl)cccc1NC(=O)CCC(=O)c1cccs1
  3	2	-14	1	0	/	-13	-13	-6	1.1
> CCc1nnc(NS(=O)(=O)c2ccc(NC(=O)C(c3ccccc3)c3ccccc3)cc2)s1
  0	2	-8	-6	0	8	3	12	13	0.6
> COc1ccc(OC)c(NC(=O)C(=O)/C=C(\O)c2cc(OC)ccc2OC)c1
  5	1	-3	7	-2	28	/	-13	3	-5.0
> COc1cccc(C(=O)NC2CC3CCCC(C2)N3Cc2ccc(C)cc2)c1 (centres undefined)
  -3	-3	5	-5	-6	-25	-9	13	0	1.5
> O=C(O)CCSc1nc2ccc(Br)cc2[nH]1
  2	/	-11	1	9	-12	9	-5	2	-8.3
> COCCn1nnnc1C(c1ccc(C(F)(F)F)cc1)N1CCOCC1 (centres undefined)
  4	-1	-6	3	5	-3	-7	-17	-3	1.2
> Cc1ccc(-n2nnnc2SCC(=O)Nc2cccnc2Cl)cc1
  4	/	-8	-2	0	-24	-4	-14	0	1.6
> C(=N\Nc1ccc2nncn2n1)/c1ccccn1
  /	-6	1	-4	-5	-5	/	/	-9	-0.4

Screens in order – HTR5A ag ctr	Wnt bcat act	PvdQ inh	V-ATPase pHluor	dFosB act	SR-BI DiI inh	MITF TRPM1 HTS	HTR5A inv ag	NSD2 HMT inh	CDK5 inh
> COc1ccc(S(=O)(=O)Nc2cc(S(=O)(=O)N3CCOCC3)ccc2OC)cc1
  -6	1	-6	3	-8	-2	5	16	-4	-1.5
> Cc1ccc(CN2C(=O)CCC2C(=O)NC2CCCC2)cc1 (centres undefined)
  3	/	-16	4	-2	5	7	-4	-1	-1.2
> CCOCCCn1c(=NC(=O)c2cccs2)c(C#N)cc2c(=O)n3ccccc3nc21
  3	-1	-36	-1	-2	4	/	4	-1	0.7
> CSc1nc2ccccc2n1Cc1cccc([N+](=O)[O-])c1
  -6	0	-6	4	-6	3	0	15	-22	-1.7
> COc1cccc(-c2c(-c3cc(OC)cc(OC)c3)n(C)c3ccc(-c4cnc(N5CCOCC5)nc4)cc23)c1
  -5	-2	-2	-5	-5	53	12	13	/	-0.2
> Cc1ccccc1N/N=C/c1sc(=O)n(Cc2cccc(C(=O)O)c2)c1Cl
  6	5	-14	-2	-11	/	-7	-20	6	0.2
> Cc1ccc(Sc2ncccc2C(=O)N(C)Cc2cccs2)c(C)c1
  -7	-2	-6	1	-7	34	7	19	-2	1.1
> CCOC(=O)c1ccc(N=C2C(=S)N(c3ccc(C(=O)OCC)cc3)C(=N)N2/N=C/c2ccccc2)cc1
  1	/	6	-1	-5	76*	/	-9	/	-0.8
> Cc1cc(C)c(S(=O)(=O)N2CCN(C(=O)c3ccc(-n4nc(C)c(Cl)c4C)cc3)CC2)c(C)c1
  -4	-7	-1	-4	-10	51	-11	5	0	1.4
> COC(CNC(=O)Cn1nc(Cc2ccncc2)c2ccccc2c1=O)OC
  1	3	-10	-3	-1	-6	1	-3	-3	-0.9
> COc1cc(C2NC(=O)NC(C)=C2C(C)=O)cc(OC)c1OC (centres undefined)
  -1	-2	-7	2	0	-31	-9	22	-1	-8.5
> COc1ccc(S(=O)(=O)N2CCC(C(=O)NCc3cccc(OC)c3)CC2)cc1
  6	-7	-15	-1	-8	4	10	-63	6	1.2
> CCOc1ccc(C(=O)Nc2ccccc2C(=O)O)cc1
  2	16	-18	-1	-2	-2	13	-5	-3	1.8
> CC1CCC(N2CCN(c3ncccn3)CC2)C1 (centres undefined)
  -5	/	4	7	-5	-24	23	20	0	0.2
> COc1cc(/C=N/NC(=O)c2ccccn2)ccc1OC(=O)c1ccc(Br)cc1
  -3	14	-1	5	-13	17	23	15	-1	-0.9

Screens in order – HTR5A ag ctr	Wnt bcat act	PvdQ inh	V-ATPase pHluor	dFosB act	SR-BI DiI inh	MITF TRPM1 HTS	HTR5A inv ag	NSD2 HMT inh	CDK5 inh
> CC(=O)Cc1nsc(NC(=O)c2ccc(COc3ccc(C)cc3)o2)n1
  -2	/	5	3	-7	13	-15	7	-2	-1.8
> Cc1ccc(/C(O)=C2/C(=O)C(=O)N(CCN3CCOCC3)C2c2cccs2)cc1 (centres undefined)
  2	1	-14	-1	-5	10	2	14	/	3.2
> Cc1ccc(NC(=O)Cn2c(CCC(=O)O)ccc2-c2ccc(Cl)cc2)cc1
  0	-5	8	0	0	0	8	1	5	-0.2
> C#CCOCCOCCOCCNc1nc(N2CCN(C(=O)[C@H](CCCCN)n3cc(CN)nn3)CC2)nc(N2CCN(C(=O)[C@H](CCCCN)n3cc([C@@H](N)CC(N)=O)nn3)CC2)n1
  -2	-3	-16	11	3	-18	18	-2	/	4.9
> Cc1cc(C)nc(OC(C(=O)O)C(OCCC(C)C)(c2ccccc2)c2ccccc2)n1 (centres undefined)
  1	4	-4	-2	-3	-13	-8	-3	11	0.2
> Cc1cccc(C(CC(=O)N2CCCC2)c2ccccc2)c1O (centres undefined)
  -4	/	-8	0	2	/	-6	-9	1	0.7
> CCn1c(SCC(=O)NC2CCCC2)nnc1C(C)C
  -5	0	-11	2	-3	/	4	14	-1	-2.3
> CCN1CCN(c2sc(S(C)(=O)=O)nc2S(=O)(=O)c2ccc(C)cc2)CC1
  0	-8	-9	-1	-5	-14	-32	-1	7	1.0
> Cc1ccccc1NC(=O)CSc1nc(COc2ccccc2)nc2ccccc12
  -6	/	6	-1	4	30	10	15	-1	-1.7
> COc1cc(C=O)ccc1OCc1cccc(Br)c1
  0	42*	-15	0	-8	/	?	-16	-3	-3.1
> CCOC(=O)c1cccc(NC(=O)CSc2nnc(-c3ccoc3C)n2CCOC)c1
  -3	-7	5	-2	-3	9	-16	-5	6	-0.7
> Cc1cccc2c(C(=O)O)cc(-c3cccnc3)nc12
  4	0	-10	-5	6	-5	-1	-10	1	-0.1
> CC(C)CCNC(=O)COc1ccc(N(C)S(=O)(=O)c2ccc(F)cc2)cc1
  2	0	-11	2	-2	42	-6	-29	1	1.0
> CCC(=O)Nc1ccc(C(=O)Nc2ccc(Br)cc2F)cc1
  1	7	-17	2	5	11	22	-19	10	0.5
> CC(OC(=O)CCc1nc2ccccc2c(=O)[nH]1)C(=O)c1ccc(Br)cc1 (centres undefined)
  0	-2	5	0	-3	0	-2	-14	-1	0.8
